Bioassay records as filed in PubChem.
Pf Dd2 growth = blocks in vitro growth of P. falciparum Dd2; AID 1347417; Potency, µM (doses to about 28.9 µM), inactives show at the highest dose activity, negative = inhibition, actives largely listed as inhibitors; P. falciparum Dd2 growth, SYBR Green, 72 h; 120,000 tested, 4.3% active; active = well fitted inhibition curve with a large enough effect; inconclusive = small, poorly fitted or top-dose-only effect; inactive = no such curve, though single readings can be large or run the other way;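 note: plate controls were DMSO vehicle for no effect and reference drug for full effect; nearly all actives have a fitted effect of over 65% in size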
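Infected erythrocytes (Dd2, 0.3% parasitemia, 2.5% hematocrit final) are added to compound in RPMI-1640/Albumax II medium, grown 72 h at 37C in low oxygen, then lysed with saponin/Triton-X containing SYBR Green and read by fluorescence.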
* hit, by the source's call; i = inactive; ? = inconclusive; [ ] = dose if it differs, or a comment. Potency is the fitted concentration of half-maximal effect.

Start of the listing, in advance, 5 compounds:
SMILES | Pf Dd2 growth
CCn1cc(C(=O)NCCc2ccc(Cl)cc2)c(=O)c2cc(S(=O)(=O)N3CCc4ccccc4C3)ccc21 | ?
Cc1ccc(C)c(CSc2nc3ccncc3n2Cc2nc(-c3ccccc3Cl)oc2C)c1 | -22.7%
c1ccc(CC2=NOC3(CCN(CC4CCCCC4)CC3)C2)cc1 | 3.55µM*
Cc1ncc2c(c1CNC(=O)Cc1ccc(C(F)(F)F)cc1)CCNC2 | -28.0%
COc1ccccc1N1CCN(C(=O)C[C@@H]2O[C@H](CNC(=O)c3cccc(F)c3)[C@@H](O)[C@H]2O)CC1 | i

All compounds of this part, repeating the preview:
SMILES | Pf Dd2 growth
CCn1cc(C(=O)NCCc2ccc(Cl)cc2)c(=O)c2cc(S(=O)(=O)N3CCc4ccccc4C3)ccc21 | ?
Cc1ccc(C)c(CSc2nc3ccncc3n2Cc2nc(-c3ccccc3Cl)oc2C)c1 | -22.7%
c1ccc(CC2=NOC3(CCN(CC4CCCCC4)CC3)C2)cc1 | 3.55µM*
Cc1ncc2c(c1CNC(=O)Cc1ccc(C(F)(F)F)cc1)CCNC2 | -28.0%
COc1ccccc1N1CCN(C(=O)C[C@@H]2O[C@H](CNC(=O)c3cccc(F)c3)[C@@H](O)[C@H]2O)CC1 | i
Cc1cccc(NC(=O)N2CCCCC2c2nc(-c3cnccn3)n[nH]2)c1 (stereo not drawn) | -2.9%
O=c1cc(-c2ccc(F)cc2)nc(SCc2nc(-c3ccccc3Cl)no2)[nH]1 | 47.6%[activator]
O=C(NCCc1ccccc1)N1CC(Oc2ccccc2-c2nc(-c3ccccc3)no2)C1 | ?
CC(C)(C)OC(=O)N1CCC(c2c(C(=O)N3CCN(Cc4ccccc4)CC3)cnn2-c2ccc(Cl)cc2)CC1 | 11.2µM*
Cc1cnc(C2CCC2)n1CCNS(=O)(=O)c1cc(F)ccc1F | i
Cc1ccc(-c2nnc(Nc3ccc(Br)cc3)c3ccccc23)cc1S(=O)(=O)NCc1nc2ccccc2[nH]1 | ?
COc1cccc(NC(=O)c2cnc(SCC(=O)N3CCOCC3)n(C)c2=O)c1 | 30.2%[activator][5.79 µM]
CSc1ccc(-c2cccc(C=O)c2)cc1 | -10.8%[44.1 µM]
Cn1cc(-c2ccc3c(n2)CN(CCOc2ccccc2)C(=O)CO3)cn1 | -18.8%[44.1 µM]
O=C1NCCCCCCN(C(=O)c2ccoc2)[C@H]2CCCC[C@@H]12 | -22.5%
O=c1ccc(-c2ccccc2F)c2n1C[C@H]1C[C@@H]2CN(Cc2ccc(CO)o2)C1 | ?
COc1ccc(CNc2nc3ccccc3c3nc(-c4ccccc4)nn23)cc1 | i
Cn1ccnc1CNC(=O)CC(c1cccc(O)c1)c1ccccc1Cl (stereo not drawn) | ?
Cc1nc(-c2c3n(c(=O)n(CC(=O)Nc4ccc(C)c(Cl)c4)c2=O)CCCC3)no1 | i
CCC(=O)NC[C@H]1O[C@H](Cc2cc(COc3ccccc3)on2)CC[C@@H]1O | -15.2%[44.1 µM]
COc1ccc(OC)c(CNS(=O)(=O)c2ccc3c(c2)CCCN3C(C)=O)c1 | 9.4%
CC[C@H]1CN(C(=O)c2ccc(F)cc2)CC[C@H]1CC(=O)NC(C)C | -10.9%[44.1 µM]
Fc1ccc(CN2CCC3(CC2)CC(c2cccc(C(F)(F)F)c2)=NO3)cc1 | -7.3%
CCOc1ccc(CN2CCCC(COc3ccccc3C(=O)NC(C)C)C2)cc1 (stereo not drawn) | -1.2%
Cc1ccc(-c2cc3ncc4c(n3n2)-c2ccccc2OC4)cc1 | 29.5%
COc1ccc(C(=O)Nc2cc(-c3ccccc3)nn2-c2ccccc2)cc1 | i
COc1ccc(OCC(O)CN2CCC(O)CC2)c(CN(C)Cc2csc(C)n2)c1 (stereo not drawn) | -13.8%
O=C(Nc1nc2c(s1)CCCC2)c1ccccc1F | ?
CCC(CC)CN1CCC2(CC1)CC1C(=O)N(CC)C(=O)N1C2 (stereo not drawn) | ?
CCOc1ccc(CN2C[C@@H](NC(=O)c3cccnc3)C[C@H]2CO)cc1 | ?
CCOc1ccc(-c2cn3c(n2)sc2cc(C(=O)NCCCN(CC)CC)ccc23)cc1 | 2.82µM*
COc1cccc(C(=O)NCC2CCCN(Cc3cnn(C)c3C)C2)c1OC (stereo not drawn) | -4.5%
COc1cccc(-c2nnnn2[C@H]2CO[C@H]3[C@@H]2OC[C@@H]3NC(=O)c2ccc(C)cc2)c1 | ?
COCc1cc(=O)n(CC(=O)Nc2cc(Cl)ccc2C)c(N2CCOCC2)n1 | 19.8%
CCOc1ccccc1CNC(=O)c1oc2c(c1C)-c1[nH]ncc1CC2 | -9.3%
CN(C)c1ccc(C(=O)NC2CCN(c3cn[nH]c(=O)c3)CC2)cc1 | i
Cc1ccc(C(=O)N2CC(Oc3ccc(F)c(C)c3)C2)cc1 | i
CNS(=O)(=O)c1cn(CC(=O)N2CCN(c3ccc(Cl)cc3)CC2)cc1S(=O)(=O)NC | 23.1%
CC(C)CC(=O)N1CCC(c2noc(-c3ccncc3)n2)C1 (stereo not drawn) | 7.5%[5.79 µM]
Cc1ccc(NC(=O)CN2C(=O)COc3ccc(S(=O)(=O)N4CCCCCC4)cc32)cc1Cl | i
Cc1ccc(C)c(Cn2c(-c3cccs3)nc3ccccc32)c1 | ?
CN(C)C(=O)c1ccc2c(c1)N(CC(=O)NCc1ccc(F)cc1)C(=O)C1CCCCN21 (stereo not drawn) | 15.7%
CC(C)Oc1cccc(-c2nc(C(=O)Nc3ccc(F)cc3)cs2)c1 | i
CC(NC(=O)c1cc(-c2ccncc2)cn1C)c1ccc(F)cc1 (stereo not drawn) | ?
CCCCn1cc(S(=O)(=O)c2cccc(C)c2)c(=O)c2cc(F)c(N3CCOCC3)cc21 | -27.9%
CNC(=O)c1cc[nH]c1C1CCCN(C(=O)Cc2c[nH]c3ccccc23)C1 (stereo not drawn) | 47.0%[activator]
COCC(=O)N(C1CCOCC1)C1CCN(S(=O)(=O)c2ccc(F)c(F)c2)CC1 | ?
CCOc1cccc(CC(=O)N2CCc3c([nH]c4ccccc34)C2c2ccc(SC)cc2)c1OCC (stereo not drawn) | 7.94µM*
COc1ccc(CNC(=O)c2ccc(-c3nc(CSc4ccccc4)c(C)o3)cc2)c(OC)c1 | 94.3%[activator]
Cc1ccc(Cn2c(=O)c3cccnc3n(CC(=O)Nc3cccc(C(F)(F)F)c3)c2=O)cc1 | -11.6%
Cc1cccc(C(=O)Nc2ccc(OCc3cc(=O)n4ccc(C)cc4n3)cc2)c1 | 9.6%
Cc1ccccc1NC(=O)Nc1nnc(N2CCCCCC2)s1 | ?
COc1ccc(NC(=O)c2nc(S(C)(=O)=O)ncc2N(Cc2ccc(C)cc2)Cc2ccco2)cc1Cl | 10µM*
CC1CCCCN1C(=O)c1ccc2c(c1)N(Cc1cccc(Cl)c1)C(=O)c1ccccc1S2=O (stereo not drawn) | -12.4%
COc1cccc(CNC(=O)[C@@H]2C[C@@H](O)CN2C2CCN(C(=O)C3(c4ccccc4)CC3)CC2)c1 | ?
COC1CCN(c2ccc(-c3nc(COc4ccccc4)no3)cn2)CC1 | i

Additional compounds
| SMILES | Pf Dd2 growth |
| --- | --- |
| CCOc1ccc(NC(=O)C2CCN(S(=O)(=O)c3ccc4c(c3)oc(=O)n4C)CC2)cc1 | i |
| Cc1cn2c(=O)cc(COc3ccccc3NC(=O)c3ccccc3C)nc2s1 | 14.3% |
| O=C(NC1CCCCC1)N1CCC(OC2CCN(Cc3ccccc3)CC2)CC1 | 213.0%[activator] |
| COc1ccc(NC(=O)C2=C(C)Nc3ncnn3C2c2ccc(O)cc2)cc1 (stereo not drawn) | 19.5% |
| C[C@@H](NC(=O)C1CCCCC1)c1c(-c2ccc(F)cc2)noc1C(=O)O | 2.6%[44.1 µM] |
| CC(=O)N1CCC(Oc2ccccc2-c2nc(C)no2)C1 (stereo not drawn) | -4.0% |
| CCOc1cc(=O)n2c(c1C(=O)Nc1ccc(F)cc1)CCCC2 | i |
| CNC(=O)c1cc[nH]c1C1CCCN(C(=O)c2ccc(Br)o2)C1 (stereo not drawn) | -6.0% |
| CCc1ccccc1NC(=O)c1ccc2c(SCC(=O)O)c3c(nc2c1)CCC3 | i |
| CN(C)C(C(=O)N(Cc1cccc(O)c1)C1CC1)c1ccccc1F (stereo not drawn) | ? |
| COCCOC1CN(C2CCN(C(=O)NC(C)C)CC2)C12CCCCC2 (stereo not drawn) | i |
| COc1ccc(CN2CC[C@@H]3[C@H]2C(=O)NC[C@H](CCC(=O)N2CCOCC2)N3C)cc1 | i |
| Cn1cccc1CN1CCC2(CC1)CN(c1ncccn1)CC2CO (stereo not drawn) | 21.0% |
| Cc1nc(-c2cccc(Cl)c2)n(CC(=O)NCc2ccc(F)cc2)c(=O)c1CCO | ? |
| CCc1nncn1C1CCN(S(=O)(=O)c2cc(F)ccc2OC)CC1 | -60.6% |
| CC[C@@]1(C(=O)O)C[C@H](C(=O)NCCCO)[C@H](c2ccc(OC)cc2)N1C | -0.5% |
| CC(=O)Nc1cccc2ccc(OCc3nnc(C(=O)N4CCC[C@@H]4c4ccc(Br)cc4)n3Cc3ccccc3)cc12 | 11.2µM* |
| CC(C)(O)CCc1cccc(C(=O)N2CCC(CCn3cccn3)CC2)c1 | -9.3% |
| COc1ccc(N2CCN(C(=O)Cc3c(C(=O)O)c(C)cn3C)CC2)cc1 | 7.5% |
| O=C1NC2(CCN(C(=O)c3ccccn3)CC2)COc2ccccc21 | i |
| COc1cccc(-c2nc(CS(=O)(=O)CC(=O)Nc3ccc(C)c(Cl)c3)c(C)o2)c1 | -13.4% |
| Cc1noc([C@@H]2CN(Cc3cccc(F)c3F)C[C@H]2CO)n1 | 16.0% |
| Cc1cc(C)n(C)c(=O)c1C(=O)N[C@@H]1COCC[C@@H]1OCc1ccccc1 | -1.7% |
| Fc1ccc(Nc2cc3c(cn2)CN(Cc2ccncc2)CCN3)cc1Cl | 7.08µM* |

Quoted at random: 2 records from the list
| SMILES | Pf Dd2 growth |
| --- | --- |
| CC(C)(O)CCc1cccc(C(=O)N2CCC(CCn3cccn3)CC2)c1 | -9.3% |
| Cc1cc(C)n(C)c(=O)c1C(=O)N[C@@H]1COCC[C@@H]1OCc1ccccc1 | -1.7% |

Further records.
| SMILES | Pf Dd2 growth |
| --- | --- |
| CC(=O)c1ccc(NC(=O)Cn2c(=O)oc3cc(S(=O)(=O)N4CCCCC4)ccc32)cc1 | 19.4% |
| Cc1ccc(-n2ncc(C(=O)NCc3ccco3)c2C2CCN(C(=O)OC(C)(C)C)CC2)c(C)c1 | ? |
| COc1ccc(-c2cc(C)no2)cc1S(=O)(=O)N1CCOc2ccc(Cl)cc21 | 14.4% |
| Cn1cccc1CN1CC(Oc2ccc3c(c2)OCO3)C1 | -3.7%[44.1 µM] |
| COc1ccc(CC(=O)N2CC[C@H](CO)[C@H](O)C2)c(OC)c1 | 6.1% |
| CCN1c2cc(C(=O)NCc3ccc(OC)cc3)ccc2C(=O)N2CCCCC21 (stereo not drawn) | ? |
| Cn1nc(C2CCN(C(=O)c3cncc(Br)c3)CC2)c2c1CCOC2 | i[5.79 µM] |
| COCCOC1CCN(C(=O)Nc2cccc(C)c2)CC1 | 35.3%[activator] |
| Cn1cnc(C(=O)N2CCC(OC3CCN(Cc4cccnc4)CC3)CC2)c1 | 10.6% |
| CC(=O)c1ccc(NC(=O)CC2Nc3cc(C)c(C)cc3NC2=O)cc1 (stereo not drawn) | 5.01µM* |
| CCCS(=O)(=O)NC[C@@H]1C=C(C)[C@H](Cc2nnc(-c3ccccc3F)o2)C[C@H]1C(C)C | ? |
| CN(C)C(CNC(=O)c1cn(C2CCC(N)CC2)nn1)c1ccccn1 (stereo not drawn) | 14.2% |
| CCN1CCC(N(Cc2ccc3c(c2)OCO3)C(=O)Nc2cccc(C)c2C)CC1 | 18.4% |
| COc1ccc(N2CCN(C(=O)Cn3c(-c4cccc(Cl)c4)nc(C)c(CCO)c3=O)CC2)cc1 | i |
| CCC(=O)N1CCc2cc(Br)cc(S(=O)(=O)NCc3ccc(Cl)cc3)c21 | 8.9% |
| COc1ccc(CC(=O)N2CCCCC23Cc2ccccc2NC3=O)cc1 (stereo not drawn) | -4.5% |
| CCCCc1nn2c(=O)cc(COC(=O)c3ccc(NC(=O)CCc4ccccc4)cc3)nc2s1 | 4.9% |
| CC(C)C(=O)N1CCCC(CN2CCOCC2)CC1 (stereo not drawn) | 36.4%[activator] |
| COCCN1C(=O)CO[C@H]2CN(c3ncccn3)C[C@H]21 | i |
| CN1CC(=O)N(c2ccccc2F)Cc2c1ncnc2N1CCCCC1 | -10.1% |
| O=C1CC(c2ccccc2)N(C(=O)CNC(=O)C2CCOCC2)CCCCCCN1 (stereo not drawn) | 34.3% |
| COc1cccc(CCNC(=O)c2c(C)noc2-c2cc(OC)c(OC)c(OC)c2)c1 | ? |
| CC(C)CN1CCN(C(=O)c2ccc3c(c2)N(S(C)(=O)=O)CC3)CC1 | i |
| O=C(CC1CCOC2(CCN(C(=O)c3cccc(F)c3)CC2)C1)NCc1ccncc1 (stereo not drawn) | -11.4% |
| CN(C)c1ccc(C(CNC(=O)c2ccccc2C(F)(F)F)N2CCOCC2)cc1 (stereo not drawn) | i[5.79 µM] |
| Cc1ccc(N2C(=O)[C@@H]3CSC(c4ccc(C(F)(F)F)cc4)N3C2=O)cc1 (stereo partly drawn) | 31.0%[activator] |
| CC1=C(C(=O)OC(C)C)C(c2ccccc2Cl)CC(=O)N1Cc1cc(F)cc(F)c1 (stereo not drawn) | ? |
| COc1ncccc1-c1cc(-c2ccc(=O)[nH]c2)c2cncn2c1 | i |
| Cc1noc(C)c1[S+](=O)([O-])N1CCC2(CC1)C(=O)NN=C2c1cccnc1 | i |

A portion of the library; count on the stated rates, not on these rows.
